Source: PubChem BioAssay (National Center for Advancing Translational Sciences (NCATS))
GAA inhib: qHTS Assay for Inhibitors of Human alpha-Glucosidase as a Potential Chaperone Treatment of Pompe Disease | Potency, µM (series often up to 76.9 µM), inactives show at the top dose activity change, negative = inhibition, most hits filed as inhibitors | AID 1466, 2008 | Lysosomal alpha-glucosidase (Homo sapiens), P10253 | purified human GAA, 4-MU-alpha-glucoside fluorescence | 200,000 compounds, 0.005% hits;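 further: plate controls were uninhibited enzyme wells for no effect and no-enzyme background for full effect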
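AC50 values come from Hill fits of compound titrations (up to 77 uM) against 4 nM human enzyme. Substrate 4-methylumbelliferyl-alpha-D-pyranoside at 400 uM, pH 5.0 citrate buffer, 20 min room temperature; fluorescence Ex 365/Em 440 after alkaline stop.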
aGlu spleen mod: qHTS Assay for Inhibitors and Activators of Human alpha-Glucosidase From Spleen Homogenate. Potency, µM (titrated, usually from 79.9 µM), without a hit: at the top dose activity change, negative = inhibition, most hits filed as inhibitors. 240,000 compounds, 0.006% hits. Lysosomal alpha-glucosidase (Homo sapiens), P10253. human spleen homogenate, 4-MU-alpha-glucoside fluorescence;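 further: 0% = enzyme with vehicle and -100% = no enzyme basal signal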
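Human spleen homogenate (1 ug) incubated with compounds and 1 mM 4-methylumbelliferyl-alpha-D-glucopyranoside in pH 5.0 citrate/phosphate buffer, 37 C, 40 min. Stopped at pH 10; 4-MU fluorescence (Ex 365/Em 440 nm); AC50 by Hill fit.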
L3MBTL1 block: qHTS Assay for the Inhibitors of L3MBTL1. Lethal(3)malignant brain tumor-like protein 1 (Homo sapiens), Q9Y468. AlphaScreen L3MBTL1–H3K9me1 peptide binding. Potency, µM (doses to about 57.1 µM), inactives show at the highest dose activity, negative = inhibition, most hits filed as inhibitors. 230,000 compounds, 0.66% hits. AID 485360, 2010; further: nearly all actives have a fitted effect of over 60% in size
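First, the protein-peptide complex forms for 30 min at room temperature (L3MBTL1 50 nM, biotinylated H3K9me1 peptide 75 nM). Next, compounds are pin-transferred and incubated 30 min. Finally, AlphaScreen beads are added and read after 30 min.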
RECQ1 inh: qHTS Assay for Inhibitors of RecQ-Like Dna Helicase 1 (RECQ1); ATP-dependent DNA helicase Q1 (Homo sapiens), P46063; RECQ1 DNA unwinding, red fluorescence kinetic read; 240,000 compounds, 0.54% hits; Potency, µM (doses to about 57.3 µM), for the others: at the highest dose activity, negative = inhibition, usual class: inhibitors;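 further: plate controls were vehicle for no effect and no enzyme for full effect; nearly all actives have a fitted effect of over 30% in size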
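RECQ1T1 50 nM; forked duplex (20 bp + 30-nt ss tails) 200 nM, ATP 2 mM final; pH 8.0, 2 mM MgCl2, 2.5 ug/ml poly(dI-dC); 15 min compound preincubation; discontinuous kinetic read over 2 h at RT.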
TexasRed fluor: Total Fluorescence Counterscreen for Inhibitors of the Interaction of Thyroid Hormone Receptor and Steroid Receptor Coregulator 2. TRb/SRC2 Texas Red total fluorescence interference. Potency, µM (highest dose often 106 µM), for the others: at the top dose fluorescence change, negative = quenching. 280,000 compounds, 0.29% hits; active means well fitted curve in either direction with a large enough effect; inconclusive means small, poorly fitted or top-dose-only effect
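Human TRb ligand-binding domain at 0.6 uM with 20 nM Texas Red SRC2 peptide in Tris buffer containing 1 uM T3 and 5% DMSO, incubated with compound 5 h at ambient temperature. Total fluorescence (555/632 nm) calculated as parallel + 2 × perpendicular.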
GoLoco inh red: qHTS Assay for Inhibitors of RGS12 GoLoco Motif Activity (Red Fluorophore). Guanine nucleotide-binding protein G(i) subunit alpha-1 (Homo sapiens), P63096. Gai1:RGS12 GoLoco peptide FP, rhodamine, 10 min. Potency, µM (series often up to 61.6 µM), for inactives: at the top dose activity, negative = inhibition, hits mostly inhibitors. 230,000 compounds, 0.44% hits; active means well fitted inhibition curve with a large enough effect, not every such curve was filed as active; inactive means no such curve, though single readings can be large or run the other way; further: nearly all actives have a fitted effect of over 30% in size; many of its hits are not listed in these tables
Target sequence (P63096 whole entry, looked up): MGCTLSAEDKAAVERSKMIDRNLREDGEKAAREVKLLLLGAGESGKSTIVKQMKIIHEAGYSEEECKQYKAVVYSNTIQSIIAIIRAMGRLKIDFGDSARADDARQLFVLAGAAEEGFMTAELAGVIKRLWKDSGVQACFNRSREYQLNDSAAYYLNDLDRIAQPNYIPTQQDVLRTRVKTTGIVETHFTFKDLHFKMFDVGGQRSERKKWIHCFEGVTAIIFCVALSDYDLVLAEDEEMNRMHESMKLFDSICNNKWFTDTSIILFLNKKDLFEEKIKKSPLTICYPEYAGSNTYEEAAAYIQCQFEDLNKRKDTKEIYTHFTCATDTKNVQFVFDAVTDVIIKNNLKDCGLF
TRb SRC2 PPI: qHTS for Inhibitors of the Interaction of Thyroid Hormone Receptor and Steroid Receptor Coregulator 2; TRbeta-SRC2 peptide binding, fluorescence polarization; receptor liganded with 1 µM T3; Potency, µM (highest dose often 106 µM), for the others: at the top dose activity change, negative = inhibition, most hits filed as inhibitors; 280,000 compounds, 0.065% hits; AID 1469, 2008;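 further: plate controls were bound peptide for no effect and peptide without receptor for full effect; nearly all actives have a fitted effect of over 50% in size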
Target sequence (P10828 whole entry, looked up): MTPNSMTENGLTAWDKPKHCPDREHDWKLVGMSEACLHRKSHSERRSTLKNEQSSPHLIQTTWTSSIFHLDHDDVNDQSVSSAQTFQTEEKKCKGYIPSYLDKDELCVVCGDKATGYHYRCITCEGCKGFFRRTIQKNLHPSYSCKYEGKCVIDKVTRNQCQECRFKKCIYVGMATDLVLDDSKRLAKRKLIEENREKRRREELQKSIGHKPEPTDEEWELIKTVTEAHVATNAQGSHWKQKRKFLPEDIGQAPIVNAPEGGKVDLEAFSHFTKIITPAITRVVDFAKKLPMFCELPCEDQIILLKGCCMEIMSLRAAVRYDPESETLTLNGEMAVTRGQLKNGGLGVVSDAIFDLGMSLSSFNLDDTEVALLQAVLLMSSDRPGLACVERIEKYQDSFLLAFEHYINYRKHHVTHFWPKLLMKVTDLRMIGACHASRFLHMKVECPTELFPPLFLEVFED
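Compounds were added to 0.6 uM TRb ligand-binding domain and 20 nM Texas Red-labeled SRC2 peptide in Tris buffer containing 1 uM T3, incubated 5 hr at ambient temperature, then read by fluorescence polarization.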
GAA glycogen mod: qHTS Assay for Inhibitors and Activators of Human alpha-Glucosidase Cleavage of Glycogen; Potency, µM (doses to about 76.4 µM), inactives show at the highest dose activity change, negative = inhibition, usual class: inhibitors; Lysosomal alpha-glucosidase (Homo sapiens), P10253; AID 2100, 2009; recombinant GAA, glycogen substrate, Amplex Red glucose oxidase fluorescence; 300,000 compounds, 0.38% hits;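 further: 0% = full enzyme reaction and -100% = no-enzyme basal signal; the screen sought inhibitors and activators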
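Recombinant human enzyme (4 nM); glycogen substrate; 37 C, 40 min, pH 5.0. Readout: coupled glucose oxidase/Amplex Red fluorescence.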
An asterisk follows results filed as active; i = inactive; ? = inconclusive; . = no result given; & = joins results of further samples; [ ] = dose if it differs, or a comment. Unless noted, the call rests on the fitted dose curve; in most records, active means well fitted curve in the direction sought with a large enough effect; inconclusive means small, poorly fitted or top-dose-only effect, or another doubt; inactive means no such curve, though single readings can be large; an effect the other way counts as inactive or inconclusive. Unless noted, on the % scale 0 is the no-effect control and ±100 the full control effect; potency means the concentration at half of the fitted maximal effect.

The line under a structure holds: GAA inhib	aGlu spleen mod	L3MBTL1 block	RECQ1 inh	TexasRed fluor	GoLoco inh red	TRb SRC2 PPI	GAA glycogen mod
N#Cc1ccc(N2C(=O)[C@@H]3C(C(=O)c4cnccn4)=NN[C@@H]3C2=O)cc1
→ -1%[15.4 µM]	-5%	1%	i	-3%	-26%	5%	-19%
N=C1C(c2nc3ccccc3s2)=C(O)CN1Cc1ccco1
→ -2%	-4%	.	-8%	-2%	1%	-14%	-9%
CCOC(=O)N1CCC(NC(=O)C2CCN(c3nc(-c4ccc(OC)cc4)no3)CC2)CC1
→ -3%	-2%	0%	-5%	-1%	-10%	-3%	11%
Cc1ccc(/C=N/NC(=O)C(C)Oc2ccccc2[N+](=O)[O-])s1 (stereo unspecified)
→ 3%	-7%	5%	-9%	-1%	8%	-5%	-8%
CCCCCCCCC(=O)N/N=C/c1ccccn1
→ -2%	1%	-8%	-13%	-5%	-10%	1%	-5%
O=C(NCCSc1ccccc1)c1ccccc1Cl
→ -4%	-4%	7%	0%	3%	8%	5%	-3%
COc1cccc(NC(=O)c2nnn(CCc3ccccc3)c2N)c1
→ -5%	5%	.	-6%	1%	-7%	0%	3%
COc1ccc(C(CC(=O)N2CCCC(C)C2)c2c(O)cc(OC)cc2OC)cc1 (stereo unspecified)
→ .	-6%&-3%	.	i	-1%&-3%	1%	8%&1%	6%
CS(=O)(=O)N(CCc1ccccc1)CC(=O)N1CCCC1
→ .	-8%	.	i	-4%	2%	-3%	6%
COc1ccc(-n2nnnc2/C=C\Nc2ccc(C)cc2)cc1
→ .	6%	.	-15%	-1%	-7%	-3%	2%
Nc1cccc(C(=O)OCC(=O)c2ccccc2)c1
→ 5%	-3%	-4%	-11%	-1%	1%	-4%	1%
Clc1cccc(Nc2ncnc3c2cnn3-c2ccccc2)c1
→ ?	0%	25%	-22%	-6%	-1%	5%	-9%
COc1ccc(S(=O)(=O)NCC2CCCN(C(=O)c3occc3C)C2)cc1 (stereo unspecified)
→ 9%	4%	-5%	-7%	1%	4%	-4%	-10%
CSCC[C@H](NC(=O)[C@H](CCCN=C(N)N)NC(=O)[C@@H]1CCCN1C(=O)[C@H](Cc1ccccc1)NC(=O)[C@H](C)NC(=O)[C@H](CC(C)C)NC(=O)[C@H](Cc1ccc(O)cc1)NC(=O)[C@H](CC(N)=O)NC(=O)[C@@H](N)CCSC)C(N)=O
→ .	7%	.	-11%	-2%	.	-1%	.
COc1cc(/C=C/C(=O)OCc2cn3cc(Cl)ccc3n2)ccc1O
→ .	2%	.	i	-3%	-4%	10%	?
CCOc1ccc(NC(=O)CN2C(=O)C(C)SC(C)C2=O)cc1 (stereo unspecified)
→ -3%	-2%	.	i	-1%	10%	-1%	?
CN(C)S(=O)(=O)Oc1ccc(C(=O)Nc2cccc(C(F)(F)F)c2)cc1
→ ?	.	12%	-11%	-1%	2%	11%	-10%
CN(C)c1cc(NC(=O)CN2CCOCC2)c2ccccc2n1
→ ?	8%	.	-4%	1%	6%	-1%	1%
C=C(C)Cn1c(NCCOC)nc2c1c(=O)[nH]c(=O)n2C
→ -6%	-9%	12%	-1%	-4%	13%	-2%	5%
CCN(CC)S(=O)(=O)c1ccc(NCC2COc3ccccc3O2)c([N+](=O)[O-])c1 (stereo unspecified)
→ -8%	-1%	-11%	-6%	-2%	25%	-2%	-5%
N#Cc1ccc(NC(=O)Cn2c3[n+](c4ccc(C(F)(F)F)cc42)CCCCC3)cc1
→ 0%	7%	-3%[11.4 µM]	i	-2%	4%	4%	20%
COc1ccc(C2(C(=O)Nc3nncs3)CCCC2)cc1
→ 1%	3%	.	9%	-3%	-1%	-7%	?
COc1ccccc1-n1c(CNc2ccc(F)cc2)nnc1SCC(=O)Nc1cc(C)on1
→ 1%	-6%	-6%	-10%	2%	-6%	-15%	-21%
CCOc1ccc(NC(=S)/C(=C(\[O-])c2ccc(C)c([N+](=O)[O-])c2)[n+]2ccccc2)cc1
→ ?	-3%	.	-8%	1%	-5%	-11%	-8%
CSc1ccccc1NC(=O)Nc1ccc(Cl)cc1
→ -2%	0%	.	-13%	1%	-8%	-4%	1%
O=C(/C=C/c1ccccc1)CC(O)(c1ccccc1)C(F)(F)F (stereo unspecified)
→ -7%	-7%	.	-17%	2%	19%	-2%	-5%
CNC(=S)Nn1cnc2ccccc21
→ .	5%	.	-7%	0%	1%	0%	2%
CC1=C(C(=O)O)N2C(=O)C(NC(=O)c3nn(C)c(C)c3Cl)C2SC1 (stereo unspecified)
→ -1%	-5%	.	i	-1%	2%	-10%	0%
Cc1cc(C(=O)CSc2n[nH]c(N)n2)c(C)n1-c1ccccc1
→ 0%	5%	.	-6%	-1%	6%	-15%	2%
O=c1c2c(nc3cc(-c4ccc(Br)cc4)[nH]n13)CCCC2
→ 7%	-2%	-6%	-14%	1%[53 µM]	10%	-11%[53 µM]	12%
N#Cc1cnc(SCCc2ccccc2)nc1N
→ ?	-5%	-2%	-8%	1%	36%[activator]	-2%	-3%
CC(=Nc1ccc(C)c(C)c1)C1=C(O)CSC1=O
→ -8%	-4%	-8%	-14%	1%	5%	5%	5%
CCCCn1c(SCC(=O)NCc2ccco2)nc2ccccc2c1=O
→ -8%	4%	.	i	0%	9%	-4%	6%
COC(=O)[C@H](C(C)C)n1c(C)c(C(C)=O)c(C(C)=O)c1C
→ -3%	-5%	8%	0%	-3%	-1%	6%	0%
CS(=O)(=O)N(CC(=O)N1CCN(c2ccccc2)CC1)C1CCCCC1
→ 1%	-1%	1%	-10%	-3%	-8%	-10%	-9%
C(=NCCCN1CCOCC1)c1ccc2c(c1)OCO2
→ -4%	5%	-1%	-5%	2%	4%	-10%	2%
COc1ccc(/C=C(\C#N)C(=O)ONC2=NCCCCC2)cc1
→ ?	-4%	.	-3%	-2%	4%	-2%	-9%
O=C(CCSc1ccccc1)NC(=O)COC(=O)C1CCCCC1
→ -1%	2%	91%[activator]	-5%	-6%	-22%	-18%	-13%
S=C1NC2=C(C(c3ccc(Br)cc3)N1)N1CCC2CC1 (stereo unspecified)
→ -8%	-7%	-2%	-13%	1%	3%	1%	-6%
COc1ccccc1/C=C/C(C)=O
→ 0%	-2%	-4%	-2%	-3%	8%	1%	8%
CCOC(=O)N/N=C1/C[C@@H](O)[C@@H](O)[C@@H]2[C@@H]3C(=O)N(C4CCCCC4)C(=O)[C@H]3CC[C@H]12
→ .	-3%[17.4 µM]	.	5%[11.5 µM]	-2%[11.2 µM]	.	-4%[11.2 µM]	.
CN(C(=O)c1c(Br)cnn1C)C12CC3CC(CC(C3)C1)C2
→ -2%	2%	4%	-8%	2%	3%	7%	8%
Cc1nc2ccc(NC(=O)c3ccc(Cl)nc3)cc2s1
→ .	3%	.	-10%	-1%	4%	10%	1%
CCC(CC)C(=O)c1c[nH]c(C(=O)NCCOC)c1
→ 4%	5%	1%	i	-4%	-1%	-7%	-1%
CCc1nnc(NC(=O)c2cc(-c3ccccc3)nn2-c2ccccc2)s1
→ 3%	-3%	0%	i	1%	10%	9%	-7%

Ordered by heavy-atom count (smallest number first): some entries from above
The line under a structure holds: GAA inhib	aGlu spleen mod	L3MBTL1 block	RECQ1 inh	TexasRed fluor	GoLoco inh red	TRb SRC2 PPI	GAA glycogen mod
O=C(NCCSc1ccccc1)c1ccccc1Cl
→ -4%	-4%	7%	0%	3%	8%	5%	-3%
Cc1cc(C(=O)CSc2n[nH]c(N)n2)c(C)n1-c1ccccc1
→ 0%	5%	.	-6%	-1%	6%	-15%	2%
CCCCn1c(SCC(=O)NCc2ccco2)nc2ccccc2c1=O
→ -8%	4%	.	i	0%	9%	-4%	6%

Going on with the list:
The line under a structure holds: GAA inhib	aGlu spleen mod	L3MBTL1 block	RECQ1 inh	TexasRed fluor	GoLoco inh red	TRb SRC2 PPI	GAA glycogen mod
CCCN(C(=O)/C=C/c1ccco1)c1c(N)n(Cc2ccccc2)c(=O)[nH]c1=O
→ 2%	3%	.	-1%	0%	3%	0%	-2%
CNC(=S)NNC(=O)CNc1ccc(C)c(Cl)c1
→ 4%	2%	.	-1%	-2%	8%	-7%	-27%
O=[N+]([O-])c1ccc(C2=NN(CCO)C(=Nc3ccc(OC(F)(F)F)cc3)SC2)cc1
→ ?	-23%	-6%	-22%	-2%	4%	8%	-19%
CCOC(=O)c1cnc2c(cnn2C)c1NCCC#N
→ 3%	-8%	-2%	-7%	3%	0%	-18%	8%
COCCn1c(C)cc(C(=O)CSc2nncn2-c2ccccc2)c1C
→ ?	6%	-6%	-3%	-7%	-1%	-4%	1%
CN(c1ccc(C(=O)NCc2cccnc2)cc1)S(C)(=O)=O
→ -6%	0%	3%	-1%	-1%	3%	1%	5%
CCN(CC)S(=O)(=O)c1ccc(NC(=O)Cn2cnc3ccccc3c2=O)cc1
→ -2%	1%	-11%	?	2%	11%	-9%	-20%
CSc1nnc(-c2ccc(Br)s2)n1C
→ .	2%	-9%	-2%	1%	-24%	6%	10%
CCO[C@H]1OC(C(=O)N2CCN(Cc3ccc4c(c3)OCO4)CC2)=C[C@@H](C2CC2)[C@@H]1CCCO
→ .	6%	10%	i	-2%	5%	-1%	1%
Cc1cc(C(=O)Nc2c(C)n(C)n(-c3ccccc3)c2=O)c(C)o1
→ 6%	-8%	3%	-2%	0%	2%	-6%	7%
Cc1ccc(-n2c(O)c(C=Nc3ccc4c(c3)OCO4)c3ccccc3c2=O)cc1C
→ -5%	1%	-6%	i	1%	-1%	1%	-4%

The list is partial; the hit share may differ from the screen's.
